# DAX1 inh-1: DAX1 (NR0B1) inhibition, primary screen; HEK293T StAR-luciferase reporter, SF-1/DAX-1 repression relief; inhibition, % at 6.8 µM; hit rate 1.1% among 370,000; AID 652010;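 active means inhibition above the mean over all tested compounds plus 3 SD, cut at about 3.6% in these data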;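 further: 0% = DAX-1 cells with DMSO and 100% = cells lacking DAX-1 with DMSO; higher inhibition means more luminescence from relief of DAX-1 repression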
# ADAM17 inh: inhibits human ADAM17. P78536. recombinant ADAM17, EDANS/DABCYL FRET peptide cleavage. hit rate 0.83% among 370,000. inhibition, % at 6.95 µM. AID 720648;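 active means inhibition above the mean of compounds lying between control limits plus 3 SD, set per campaign, cut at about 8.5% in these data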;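 further: 0% = DMSO-only wells as the low control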
# NPR1 activator: GC-A (human) enzyme activation; hit rate 0.14% among 370,000; P16066; activation, % at 10 µM; HEK293 GC-A cells, cGMP TR-FRET, EC30 ANP; 0% at EC30 ANP, 100% saturating ANP; in the data active means activation above about 40%
# ssDAF12 agonist: activators of S. stercoralis DAF-12 nuclear receptor; HEK293 ssDAF-12/GRIP1 lit1-tk-luc reporter, luminescence; % of 3 µM dafachronic acid response; activation, % at 6.8 µM; hit rate 1% among 370,000; AID 652126;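 active means activation above the mean over all tested compounds plus 3 SD, cut at about 0.9% in these data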;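 further: 0% = DMSO-only wells and 100% = 3 µM delta7-dafachronic acid wells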
# hcDAF12 agonist: activators of H. contortus DAF-12 nuclear receptor | HEK293 hcDAF-12 lit1-tk-luc reporter, luminescence; 0% DMSO, 100% Δ7-dafachronic acid | activation, % at 6.8 µM | hit rate 1.4% among 370,000;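 active means activation above the mean of all tested compounds plus 3 SD, cut at about 5.5% in these data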;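 further: 100% = response to 3 µM Δ7-dafachronic acid high control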
# PG9 Ab binder: binds the HIV-1 gp120 antibody PG9 | inhibition, % at 6.7 µM | hit rate 0.43% among 360,000 | TR-FRET gp120-PG9 antibody binding | AID 624416; in the data active means inhibition above about 8.5%
# GAA850 FXN act: increases GAA850 frataxin promoter reporter activity. HEK293 lucGAA850 FXN promoter luciferase reporter, 24 h; percent of 10 µM SAHA response. activation, % at 6 µM. hit rate 0.56% among 360,000. AID 540364;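 active means activation above the average of all compounds screened plus 3 SD, cutoff fixed separately per campaign, cut at about 7.5% in these data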;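 further: 0% = DMSO wells and 100% = 10 µM SAHA wells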
# SMARCA2 activ: activators of SMARCA2 function | activation, % at 9.1 µM | hit rate 1% among 370,000 | MG213 cells, MMTV-luciferase reporter, dexamethasone, overnight; in the data active means activation above about 7.8%;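 further: 0% = vehicle wells and 100% = reference activator wells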
# DAX1 inh-2: NR0B1 (DAX1) inhibition | P51843 | HEK293 Gal4-DAX1 luciferase reporter, luminescence | inhibition, % at 6.75 µM | hit rate 0.99% among 340,000 | AID 504766;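 active means inhibition above the mean over all tested compounds plus 3 SD, cut at about 4.2% in these data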;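 further: 0% = DAX1-transfected cells with DMSO and 100% = empty-vector control cells with DMSO; inhibition shows as a rise in luminescence from relieved DAX1 repression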
# Target sequence (P51843 207-470 limits assumed): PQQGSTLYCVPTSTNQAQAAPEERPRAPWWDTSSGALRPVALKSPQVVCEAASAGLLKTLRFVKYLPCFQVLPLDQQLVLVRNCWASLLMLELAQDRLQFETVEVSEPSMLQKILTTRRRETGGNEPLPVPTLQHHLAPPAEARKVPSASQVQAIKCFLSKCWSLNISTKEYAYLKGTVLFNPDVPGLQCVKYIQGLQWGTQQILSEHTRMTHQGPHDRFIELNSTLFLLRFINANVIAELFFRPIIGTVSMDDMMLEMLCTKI
# ADAM10 inh: inhibitors of human ADAM10; inhibition, % at 7 µM; recombinant ADAM10, EDANS/DABCYL FRET peptide cleavage, 3 h; hit rate 0.62% among 370,000; O14672; AID 720582;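 active means inhibition above a per-campaign cutoff equal to the mean of compounds falling between control-based bounds plus 3 SD, cut at about 20% in these data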;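 further: 0% = DMSO wells while the 100% control is not disclosed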
# Target sequence (O14672 214-748 limits assumed): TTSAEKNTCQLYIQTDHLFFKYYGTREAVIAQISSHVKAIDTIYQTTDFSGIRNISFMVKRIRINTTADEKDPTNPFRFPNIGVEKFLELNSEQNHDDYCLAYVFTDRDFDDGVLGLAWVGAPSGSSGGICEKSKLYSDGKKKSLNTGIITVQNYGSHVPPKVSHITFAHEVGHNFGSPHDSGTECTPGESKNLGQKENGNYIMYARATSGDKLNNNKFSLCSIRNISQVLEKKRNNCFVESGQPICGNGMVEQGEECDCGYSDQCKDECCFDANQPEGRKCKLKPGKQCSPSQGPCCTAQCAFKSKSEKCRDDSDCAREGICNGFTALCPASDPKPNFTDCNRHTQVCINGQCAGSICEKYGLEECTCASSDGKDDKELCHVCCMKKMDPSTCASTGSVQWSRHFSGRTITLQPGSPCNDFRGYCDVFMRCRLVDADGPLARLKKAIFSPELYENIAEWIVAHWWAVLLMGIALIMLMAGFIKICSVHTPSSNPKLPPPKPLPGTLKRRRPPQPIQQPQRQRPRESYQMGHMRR
# hgDAF12 agonist: agonists of H. glycines DAF-12 nuclear receptor. HEK293 GAL4-hgDAF12 UAS-luciferase reporter, agonist luminescence; normalized to butyrate control. activation, % at 6.8 µM. hit rate 1.8% among 370,000. AID 687014;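 active means activation above a cutoff set at the mean of all screened compounds plus 3 SD, cut at about 10% in these data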;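 further: 0% = DMSO wells and 100% = sodium butyrate wells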
# Active calls of the source: *; nt = no result given.
SMILES,DAX1 inh-1,ADAM17 inh,NPR1 activator,ssDAF12 agonist,hcDAF12 agonist,PG9 Ab binder,GAA850 FXN act,SMARCA2 activ,DAX1 inh-2,ADAM10 inh,hgDAF12 agonist
CC(Oc1ccc2c3c(c(=O)oc2c1)CCCC3)C(=O)NCCCn1ccnc1 (stereo not drawn),-2.2,-32.0,-1.2,-1.5,-0.6,-0.9,0.4,-2.3,0.0,-118.1,1.0
CCOC(=O)C(CC)(CC)/C(C)=N/NC(=O)CC#N,0.1,-5.6,2.6,-0.8,-0.4,0.6,-1.5,-4.4,0.2,-5.1,-1.8
CCOC(=O)c1ccc(NC(=O)c2c(N)n(C)c(=O)[nH]c2=O)cc1,0.6,-6.9,3.0,-0.4,0.2,1.6,2.9,1.1,0.6,4.3,3.0
O=C(Nc1ccccc1Cl)NC1(C(=O)NCC2CCCO2)CCCCC1 (stereo not drawn),0.1,-2.0,0.2,-0.9,-2.2,-0.5,-0.2,-2.0,0.4,-12.1,-1.2
CC(C)C(=O)Nc1csc(C(F)(F)F)c1-c1ccccc1,-0.1,-1.9,-2.0,-1.1,0.2,-1.6,-0.5,-2.8,1.2,-3.7,-2.2
O=C(NCC(c1ccccc1)c1ccccc1)[C@H](Cc1ccccc1)NC1(C(=O)NC2CCCCC2)CCOCC1,nt,4.9,-18.3,-1.4,0.8,nt,nt,nt,nt,7.4,-0.4
Cc1cc(OC(=O)c2ccc(Cl)cc2Cl)nc(C)n1,0.4,-3.1,0.0,0.1,1.7,2.3,3.5,-4.1,-0.4,2.4,0.8
COc1cccc(CC(=O)Nc2cccc3ccccc23)c1,0.0,4.1,-3.6,-1.1,0.2,-0.9,-1.0,-4.2,-0.2,10.4,0.2
CCOc1ccc(-n2nc(C(=O)NCCOC)c3ccccc3c2=O)cc1,0.1,1.2,-1.5,-1.6,-0.7,-2.0,0.6,0.1,-0.1,2.5,-1.9
CCN(CC)CCNC(=O)c1c(O)c2cc(OC)c(OC)cc2[nH]c1=O,0.6,-56.6,-0.7,-0.6,0.1,-0.1,0.8,-0.5,1.4,-176.2,2.5
COc1cc(/C=N/NC(=O)COc2ccc(-n3cnnn3)cc2)ccc1OCC(N)=O,-0.8,-3.4,-3.0,-0.1,-0.1,0.6,2.5,-3.8,3.5,-4.7,0.6
Fc1cccc(Cc2c(-c3ccccc3)nc3c(Cl)cc(C(F)(F)F)cn23)c1,0.4,-1.0,4.7,0.3,1.4,1.0,nt,-2.2,nt,-7.8,1.3
CCc1cc2c(=O)n(-c3ccccc3)c(SCC(N)=O)nc2s1,0.1,0.3,-15.4,0.3,-0.6,-1.1,0.8,1.6,-0.6,1.8,-1.7
COc1ccc(C(=O)COC(=O)c2cccnc2SC)cc1,0.0,0.3,1.6,-1.1,-2.5,2.2,0.3,2.0,2.6,0.0,-1.0
CC1(C)Oc2ccc(C(=O)N/N=C/c3ccc(O)cc3)cc2NC1=O,-0.2,0.5,-0.5,-0.9,-1.4,-2.2,2.7,2.8,1.9,2.8,0.1
Cc1cc(F)ccc1NC(=O)C1CCCO1 (stereo not drawn),0.0,-1.9,0.5,-1.1,-0.9,-1.4,-0.3,-1.3,0.7,-7.4,0.2
N#Cc1cc(NC2CCCC2)c([N+](=O)[O-])cc1C#N,-1.4,-4.0,-3.5,-0.8,1.3,0.0,5.7,-2.6,-1.2,-12.6,-1.7
CC1CCCCC1NC(=O)COC(=O)c1c2c(nc3ccccc13)/C(=C\c1ccco1)CC2 (stereo not drawn),-0.7,-2.7,-23.1,-0.9,-0.8,1.1,-1.3,0.3,-1.2,-15.6,0.1
CCOC(=O)N1CCN(Cc2nc3c(c(=O)n(C)c(=O)n3C)n2Cc2cccc(C)c2)CC1,-0.3,-2.0,-3.4,-1.2,-1.5,-1.0,-1.1,5.2,-1.5,-1.1,-1.8
Cc1cccc(NS(=O)(=O)c2cccc(C(=O)NNC(=O)c3ccccc3O)c2)c1,-2.9,1.8,1.3,-1.5,-2.6,-0.5,0.5,-3.5,-0.3,4.9,-3.4

# One compound at a time (already shown).
# Record of Cc1cc(OC(=O)c2ccc(Cl)cc2Cl)nc(C)n1 → DAX1 inh-1: 0.4; ADAM17 inh: -3.1; NPR1 activator: 0.0; ssDAF12 agonist: 0.1; hcDAF12 agonist: 1.7; PG9 Ab binder: 2.3; GAA850 FXN act: 3.5; SMARCA2 activ: -4.1; DAX1 inh-2: -0.4; ADAM10 inh: 2.4; hgDAF12 agonist: 0.8
# Record of COc1cc(/C=N/NC(=O)COc2ccc(-n3cnnn3)cc2)ccc1OCC(N)=O → DAX1 inh-1: -0.8; ADAM17 inh: -3.4; NPR1 activator: -3.0; ssDAF12 agonist: -0.1; hcDAF12 agonist: -0.1; PG9 Ab binder: 0.6; GAA850 FXN act: 2.5; SMARCA2 activ: -3.8; DAX1 inh-2: 3.5; ADAM10 inh: -4.7; hgDAF12 agonist: 0.6

# Next part:
SMILES,DAX1 inh-1,ADAM17 inh,NPR1 activator,ssDAF12 agonist,hcDAF12 agonist,PG9 Ab binder,GAA850 FXN act,SMARCA2 activ,DAX1 inh-2,ADAM10 inh,hgDAF12 agonist
CNc1nc(Oc2cccc(NC(C)=O)c2)c2sccc2n1,0.0,-37.2,6.1,-1.7,-1.8,1.7,-0.5,-2.9,nt,-150.8,-1.8
CCOC(=O)CCCc1ccc(/C(C)=N/NC(=S)NC)cc1,-0.2,-0.9,5.2,-2.1,-1.6,-2.6,-1.4,1.8,0.1,-0.9,-0.2
COC(=O)c1cc(S(=O)(=O)NCC2CCN(Cc3ccc(C)cc3)CC2)cn1C,0.0,-1.1,1.5,-0.9,-1.8,-0.2,0.7,-1.2,-0.1,-1.3,-0.6
COc1c(C(=O)NNC(=O)c2ccccc2Cl)csc1Br,1.5,-4.1,2.5,-1.5,1.6,-0.1,3.4,0.3,2.1,-1.5,4.0
Cc1ccc(CN2CCN(Cc3ccc(O)cc3)CC2CCO)o1 (stereo not drawn),-0.8,1.4,-1.7,-0.7,-0.6,-0.4,0.2,1.9,-0.9,3.1,2.7
C/C(=N\NC(=O)CN(c1ccccc1)S(C)(=O)=O)c1ccccc1O,-0.6,-3.2,-2.9,-1.3,1.4,-2.1,0.4,-1.2,0.3,-1.9,-2.2
CN(C1CCCCC1)S(=O)(=O)c1ccc(-n2cnnn2)cc1,0.0,-5.7,-0.5,-1.2,0.7,1.1,2.9,-1.8,0.5,-5.4,-0.5
FCCCOc1ccc(-c2ccnc(-c3ccccc3)n2)cc1,0.2,3.5,0.3,-0.7,-1.0,0.3,2.7,-2.4,1.2,7.1,2.8
C=CCOc1nc(N(C)C)nc(N(C)C)n1,0.3,-3.2,-0.8,-1.1,-1.4,0.6,1.2,-3.6,0.7,-2.8,3.4
O=C(CCS(=O)(=O)c1ccccc1)N1CCN(c2ccc(F)cc2)CC1,2.5,-33.1,0.4,-0.8,2.2,-4.0,3.1,0.7,0.4,-13.2,3.0
COCc1cc(/C=N\NC(=O)Cc2ccc(Cl)cc2)ccc1OC,0.3,0.2,0.2,0.0,-2.0,-3.6,1.0,-3.1,-0.5,11.4,1.2
O=C1N[C@@H](Cc2ccccc2)C(=O)N2[C@@H]1C[C@@]1(Br)c3ccccc3N(S(=O)(=O)c3ccccc3)[C@@H]21,-0.3,3.0,-2.5,-0.4,-0.3,-0.1,-1.4,0.5,0.8,8.9,-1.5
CN1C(=O)[C@H]2[C@@H](/C=C/c3ccccc3)N3C(=O)CN(Cc4ccccn4)C(=O)[C@@]3(Cc3ccccc3)[C@H]2C1=O,0.7,1.0,-0.3,-0.9,-2.6,-1.0,0.2,1.2,-0.4,-0.8,-0.5
CCn1c(SCC(=O)N2CCCCCC2)nc2c(c1=O)SCC2,-1.4,3.5,-3.4,-1.5,0.1,-4.5,0.4,-2.6,-0.4,0.2,-2.8
COc1cccc(/C=N/N2CCN(c3ccccc3OC)CC2)c1,1.4,-0.5,0.5,-1.3,-0.1,-3.7,3.9,4.1,1.5,-3.8,4.5
CCOC(=O)[C@@H]1[C@H]2COc3cc(OC)ccc3[C@H]2N2C(=O)N(c3ccc(Br)cc3)C(=O)[C@]12C,0.0,4.5,3.6,-1.2,-0.6,0.0,-3.3,-1.8,0.0,11.8,-0.6
O=C(N/N=C1\CCCc2ccccc21)c1ccccc1Cl,0.8,0.6,-1.8,-0.7,0.9,1.1,3.1,0.8,1.0,-7.4,2.8
CSc1cc(-c2ccncc2)nc(-c2ccc(Cl)cc2)c1,0.5,3.9,2.6,-1.3,-0.1,0.7,3.2,-1.8,0.6,-0.1,-1.3
Cc1ccc(C(=O)O/N=C/c2ccc(N(C)C)cc2)cc1,0.3,-3.1,4.1,-0.5,-0.9,2.1,0.4,2.9,-0.6,-10.3,2.0
CC(C)N(Cc1ccccc1)S(=O)(=O)c1cccs1,0.1,1.2,-0.4,-1.4,-1.8,-3.0,2.0,0.0,-0.6,2.6,-3.0

# Rewritten field by field: entries from further up.
> Cc1cc(F)ccc1NC(=O)C1CCCO1 (stereo not drawn)
- DAX1 inh-1: 0.0
- ADAM17 inh: -1.9
- NPR1 activator: 0.5
- ssDAF12 agonist: -1.1
- hcDAF12 agonist: -0.9
- PG9 Ab binder: -1.4
- GAA850 FXN act: -0.3
- SMARCA2 activ: -1.3
- DAX1 inh-2: 0.7
- ADAM10 inh: -7.4
- hgDAF12 agonist: 0.2

> N#Cc1cc(NC2CCCC2)c([N+](=O)[O-])cc1C#N
- DAX1 inh-1: -1.4
- ADAM17 inh: -4.0
- NPR1 activator: -3.5
- ssDAF12 agonist: -0.8
- hcDAF12 agonist: 1.3
- PG9 Ab binder: 0.0
- GAA850 FXN act: 5.7
- SMARCA2 activ: -2.6
- DAX1 inh-2: -1.2
- ADAM10 inh: -12.6
- hgDAF12 agonist: -1.7

# Further records follow.
SMILES,DAX1 inh-1,ADAM17 inh,NPR1 activator,ssDAF12 agonist,hcDAF12 agonist,PG9 Ab binder,GAA850 FXN act,SMARCA2 activ,DAX1 inh-2,ADAM10 inh,hgDAF12 agonist
Cc1oc(-c2ccc(Cl)cc2)cc1C(=O)NC1CCN(Cc2ccccc2)CC1,-0.2,1.8,-2.2,-1.1,0.1,0.8,1.0,-3.1,nt,6.3,0.1
CCCCN(C(=O)CNC(=O)c1ccco1)C(C(=O)NC1CCCCC1)c1ccc(OC)cc1OC (stereo not drawn),-0.5,-2.5,-11.9,-1.3,-1.5,-1.6,2.3,-4.2,-0.8,6.2,-0.4
Cc1ccc(C(=O)Nc2nc(-c3cc(Cl)sc3Cl)cs2)cc1,-0.3,-3.0,2.7,-0.7,-0.7,-3.3,1.7,-0.4,-1.0,2.1,-0.7
Cc1ccc(S(=O)(=O)/N=C(/Nc2ccc(O)c(C(=O)O)c2)c2ccccc2)cc1,-0.9,-0.6,0.5,-1.1,-0.4,0.5,0.1,-1.4,-0.7,-1.7,-1.2
C/C(=N\NC(=O)CC#N)c1ccc(Oc2ccccc2)cc1,-0.6,-0.6,1.9,-0.7,2.7,0.1,-0.3,-2.5,1.8,-3.5,-0.3
O=C(CN1C(=O)CCSc2ccc(S(=O)(=O)N3CCOCC3)cc21)Nc1ccccc1Cl,-0.2,3.9,1.2,-1.0,-1.4,-1.0,1.0,-1.7,-1.1,-11.3,2.9
